Kir21 block: inhibitors of mouse Kir2.1 inward-rectifier potassium channel; Inward rectifier potassium channel 2 (Mus musculus), P35561; B-score at 10 µM; 310,000 compounds, 0.85% hits; HEK293-Kir2.1, FluxOR thallium flux fluorescence; hits give low values;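 active means fluorescence ratio B-score at or below minus 3 SD of library scores, with starting-brightness B-score within 2 SD, cut at about -4.2 in these data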;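 further: channel flux triggered by added potassium and thallium sulfate stimulus; B-score of peak minus minimum fluorescence over baseline after thallium stimulus; more negative B-score means stronger Kir2.1 block with less thallium influx; some compounds called inactive have numbers as strong as hits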
Target sequence (P35561 whole entry, looked up): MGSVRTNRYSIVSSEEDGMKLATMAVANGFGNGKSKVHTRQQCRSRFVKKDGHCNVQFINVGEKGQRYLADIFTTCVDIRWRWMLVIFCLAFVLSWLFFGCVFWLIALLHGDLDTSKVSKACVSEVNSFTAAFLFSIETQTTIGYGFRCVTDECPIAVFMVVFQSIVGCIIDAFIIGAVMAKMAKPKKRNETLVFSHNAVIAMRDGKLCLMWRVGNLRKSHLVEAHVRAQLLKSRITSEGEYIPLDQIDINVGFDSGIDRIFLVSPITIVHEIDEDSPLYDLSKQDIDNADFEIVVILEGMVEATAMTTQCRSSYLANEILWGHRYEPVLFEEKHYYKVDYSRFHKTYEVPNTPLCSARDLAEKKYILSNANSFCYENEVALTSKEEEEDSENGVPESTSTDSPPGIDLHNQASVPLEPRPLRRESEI
CHT block: inhibitors of human choline transporter CHT | High affinity choline transporter 1 (Homo sapiens), Q9GZV3 | CHT-expressing cells, membrane potential dye, choline response; hits give low values | B-score at 10 µM | 310,000 compounds, 0.86% hits;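 active means B-score over 3 SD under the library average, and starting fluorescence ratio not unusually high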;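 further: choline stimulus applied at its EC90 after an EC20 pre-addition; B-score computed on integrated fluorescence ratio after choline addition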
Target sequence (Q9GZV3 whole entry, looked up): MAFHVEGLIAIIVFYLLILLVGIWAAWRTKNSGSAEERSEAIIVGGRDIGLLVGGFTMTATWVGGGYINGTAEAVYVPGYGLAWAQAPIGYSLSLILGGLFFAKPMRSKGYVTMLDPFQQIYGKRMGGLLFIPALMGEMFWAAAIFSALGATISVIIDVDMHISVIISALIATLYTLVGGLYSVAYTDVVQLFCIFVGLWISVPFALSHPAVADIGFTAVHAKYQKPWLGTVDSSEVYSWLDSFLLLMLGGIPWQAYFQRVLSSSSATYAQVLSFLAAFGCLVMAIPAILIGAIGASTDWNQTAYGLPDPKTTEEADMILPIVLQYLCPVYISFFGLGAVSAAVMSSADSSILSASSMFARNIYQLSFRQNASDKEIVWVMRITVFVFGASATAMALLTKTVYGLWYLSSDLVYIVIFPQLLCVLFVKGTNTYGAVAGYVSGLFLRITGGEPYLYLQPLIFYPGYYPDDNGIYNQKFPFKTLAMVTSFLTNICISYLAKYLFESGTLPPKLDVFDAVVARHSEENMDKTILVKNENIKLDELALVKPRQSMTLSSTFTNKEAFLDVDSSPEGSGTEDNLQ
The depositor's hits bear a star; i = inactive; nt = not tested or not shown.

CHT block,Kir21 block,SMILES
i,-0.84,Cc1cc(C)n(CC(=O)n2nc(C)cc2C)n1
i,-1.6,O=C(NNc1cc(Cl)cc(Cl)c1)C1CCC1
i,0.89,CC(/C=N/NC(=O)CSc1n[nH]c(=O)[nH]c1=O)=C\c1ccccc1
i,0.78,O=C(N/N=C\c1cccc([N+](=O)[O-])c1O)C1COc2ccccc2O1 (stereo not given)
i,-0.85,O=C(OCCN1C(=O)c2ccccc2C1=O)c1cc(S(=O)(=O)N2CCOCC2)ccc1F
i,2.9,CCCC(=O)N(CCN1CCOCC1)c1nc2c(OC)ccc(OC)c2s1
i,0.67,CCOC(=O)C1CCN(S(=O)(=O)c2cn(C)c(=O)n(C)c2=O)CC1
i,1.9,CN1CCN(C(CNS(=O)(=O)c2cccs2)c2cccnc2)CC1 (stereo not given)
i,0.2,COc1ccccc1-c1noc(CSc2nc(C)cc(=O)[nH]2)n1
i,-0.02,COc1ccccc1NC(=O)CSc1nnc(Cc2cccn2C)n1-c1ccc(F)cc1
i,-0.14,Cc1ccc(S(=O)(=O)N(CC(=O)Nc2cc(C)ccc2C)C(=O)N2CCN(C)CC2)cc1
i,0.94,O=c1cc2ncc(-n3cc([N+](=O)[O-])cn3)cn2[nH]1
i,-0.58,COc1ccccc1-c1cc2nc(C)c(CCC(=O)NCc3ccco3)c(C)n2n1
i,0.23,COn1c(-c2ccc(Cl)cc2)nc2ncccc21
i,0.37,CC(O)[C@H]1CN=C(N)N1CCCCC1CCCCC1 (stereo not given in full)
i,0.72,O=C(CSc1nnc(-c2cccs2)o1)NCc1ccco1
i,-2.1,Cc1ccc(S(=O)(=O)Nc2cccc(C(=O)NC3CCN(Cc4ccccc4)CC3)c2)cc1F
i,-0.39,COc1ccc(CNc2ncc(-c3ccccc3)n2C)c(OC)c1OC
i,2.7,O=C(CCN1C(=O)/C(=C\c2ccccc2Cl)SC1=S)Nc1cccnc1
i,0.23,CCCCn1nc2cc(C(=O)NC[C@@H]3CCCO3)ccc2c1OCC
i,0.05,CC1CCc2cc(F)ccc2N1C(=O)CSc1nnc2c(n1)[nH]c1ccccc12 (stereo not given)
i,0.99,COC(=O)c1ccc(Cn2cnc3c(cnn3-c3ccc(F)cc3)c2=O)o1
i,-0.98,O=C1CCc2cc(S(=O)(=O)NCCc3ccccc3)cc3c2N1CC3
i,0.81,COCC(=O)Nc1ccc(Br)cc1C
i,-0.51,CC(C)c1cccc(OCCN2CCCC2)c1
i,-2.5,Cc1cc(C)c(OCCCCN(C)C)c(Br)c1
i,-0.36,Cc1nnc(NC(=O)CSc2cn(Cc3ccccc3)c3ccccc23)s1
i,-2.3,Cc1cccc(N2CCN(S(=O)(=O)c3c(C)[nH]c(=O)[nH]c3=O)CC2)c1C
i,-0.5,S=c1[nH]ncn1/N=C/c1ccc(N2CCOCC2)cc1
i,0.97,COc1ccc(C(=O)NC(=S)Nc2nc(C)c(C(=O)N(C)C)s2)cc1
i,1.2,CCN1C(=O)/C(=C/c2c(C)nn(C)c2C)SC1=S
i,0.71,Cc1ccc(S(=O)(=O)c2cnc3cc(C)nn3c2N)cc1
i,-0.5,CCN(CC1CCCO1)C(=O)C1CCN(C2CCN(Cc3ccccc3C)CC2)CC1 (stereo not given)
i,-2.2,CCn1c(SCC(=O)Nc2ccccc2OC)nnc1-c1cnccn1
i,0.69,COc1ccc(S(=O)(=O)N2CCC(C(=O)Nc3nnc(CCN4CCCCC4)s3)CC2)cc1
i,0.87,CCOc1ccc(/C=N/OC(C)C(=O)NCc2ccc3c(c2)OCO3)cc1 (stereo not given)
i,0.83,COCCCNC(=O)C(=O)Nc1cc2c3c(c1)CCN3C(=O)CC2
i,0.08,CCOC(=O)N1CCc2c(sc3c2c(=O)n(Cc2ccccc2)c(=O)n3CC(=O)NCC2CCCO2)C1 (stereo not given)
i,1.1,COCCn1cc(C(=O)N2CCN(C)CC2)c2c3ccccc3n(C)c2c1=O
i,-0.53,CCn1c(SCC(=O)Nc2ccccc2)nc2ccccc2c1=O
i,-0.31,C=CCOc1nc2c(c(=O)n(Cc3ccc(Cl)cc3)c(=O)n2C)n1C
i,2.1,COCCn1c(CNc2ccc(F)cc2)nnc1SCC(=O)Nc1ccc(OC)cc1OC
i,-0.03,CC(C)C[C@@H](CO)N1CCN(Cc2cccc(C#N)c2)CCC1=O
i,-0.82,NC(=O)CC(NC(=O)c1ccccc1)c1ccc(NCCc2ccc(Cl)cc2)c([N+](=O)[O-])c1 (stereo not given)
i,0.17,COC(=O)CN1C(=O)C2(C(C#N)=C(N)Oc3n[nH]c(-c4cccs4)c32)c2ccccc21 (stereo not given)
i,-0.66,Cc1c(C(=O)N2CCOCC2)c(S(=O)(=O)Nc2cccc(Br)c2)c(C)n1C
i,0.84,CCC(C)(C)NC(=O)C(c1cccc(OC)c1OC)N(CCC(C)C)C(=O)CCC(=O)Nc1cc(C)on1 (stereo not given)
i,-0.17,CCc1ccc(NC(=O)CSc2nnc(-c3cnccn3)n2C)cc1
i,-0.89,COc1cc(C2C(C(C)=O)=C(O)C(=O)N2CCN2CCOCC2)ccc1O (stereo not given)
i,-0.09,Cc1ccc(/C=N/NC(=O)Cc2ccc(Cl)cc2)c(O)c1

(more compounds)
CHT block,Kir21 block,SMILES
i,1.4,COc1ccc(CNC(=O)CN2C(=O)CCSc3ccc(S(=O)(=O)N4CCCC4)cc32)cc1
i,0,COc1ccc(CN(C(=O)c2cccs2)c2ccccc2)cc1
i,-0.02,CCc1nnc(NC(=O)CCC(=O)NCc2ccccc2Cl)s1
i,-0.08,CN(C)S(=O)(=O)c1ccc(NC(=O)CCCNC(=O)c2ccc(Cl)cc2)cc1
i,-0.28,O=C(OCc1nc2ccccc2s1)c1ccco1
i,2.8,COc1ccc(C2(C)NC(=O)N(CC(=O)Nc3ccc4c(c3)OCO4)C2=O)cc1OC (stereo not given)
i,0.38,O=C1CCC/C(=N/NC(=O)c2sc3ccccc3c2Cl)C1
i,0.07,Cc1ccc(NC(=O)Nc2ccc3c(c2)N(C)C(=O)CS3)nc1
i,-2.5,CCn1cc(S(=O)(=O)NCCc2ccccc2OC)cn1
i,2,CC(C)(C)C1CCC(=NNC(=O)C(=O)NCc2cccnc2)CC1 (stereo not given)
i,0.86,O=C(Nc1ccccc1C(=O)O)c1cccc(NC(=O)c2ccc(Br)o2)c1
i,0.69,O=C(c1ccccc1F)N1CCN(c2ccccn2)CC1
i,-0.03,COCCOC(=O)C1=C(C)NC2=C(C(=O)CC(C)(C)C2)C1c1ccc(N(C)C)cc1 (stereo not given)
i,-1.1,CC1Cn2c(COc3ccccc3)nnc2S1 (stereo not given)
i,0.62,CCOc1ccccc1NS(=O)(=O)c1c(C)[nH]c(C)c1C(=O)N1CCCCC1
i,0.14,Cc1nnc(NC(=O)c2ccccc2C(=O)O)s1
i,0.02,CCOC(=O)CSc1n[nH]c(NS(=O)(=O)c2ccccc2C(F)(F)F)n1
i,0.08,N#Cc1nc(Cc2cccc3ccccc23)oc1NCc1ccc2c(c1)OCO2
i,1.1,O=C(O)c1cncc(SCc2ccccc2)n1
i,-0.21,CCOC(=O)C(=O)Nc1cc([N+](=O)[O-])ccc1C
i,1.9,Cc1oc2c(c(C)cc3oc(=O)c(CC(=O)NCC(=O)NCC(=O)NCC(C)O)c(C)c32)c1C (stereo not given)
i,0.87,C#CCOCCOCCOCCNc1nc(N2CCOCC2)nc(N2CCN(C(=O)[C@H]([C@@H](C)CC)n3cc(CCCN=C(N)N)nn3)CC2)n1
i,-0.05,Cc1cc(NC(=O)Nc2ccc(OCc3ccccc3)cc2)n(C)n1
i,1.2,O=C(CN1C(=O)C2CC=CCC2C1=O)Nc1nnc(SCc2ccc(Cl)cc2)s1 (stereo not given)
i,-0.01,COCCn1nnnc1CN(CCc1ccccc1)Cc1cc2ccc(C)cc2[nH]c1=O

Ordered by number of heavy atoms (smallest number first): part of the list above
CHT block,Kir21 block,SMILES
i,0.38,O=C1CCC/C(=N/NC(=O)c2sc3ccccc3c2Cl)C1
i,0.07,Cc1ccc(NC(=O)Nc2ccc3c(c2)N(C)C(=O)CS3)nc1
i,2,CC(C)(C)C1CCC(=NNC(=O)C(=O)NCc2cccnc2)CC1 (stereo not given)
i,-0.08,CN(C)S(=O)(=O)c1ccc(NC(=O)CCCNC(=O)c2ccc(Cl)cc2)cc1
i,1.9,Cc1oc2c(c(C)cc3oc(=O)c(CC(=O)NCC(=O)NCC(=O)NCC(C)O)c(C)c32)c1C (stereo not given)
i,0.87,C#CCOCCOCCOCCNc1nc(N2CCOCC2)nc(N2CCN(C(=O)[C@H]([C@@H](C)CC)n3cc(CCCN=C(N)N)nn3)CC2)n1

(more compounds)
CHT block,Kir21 block,SMILES
i,-0.42,Cc1ccc(CNC(=O)CS(=O)(=O)c2ccccc2)cc1
i,-1.8,Cc1nc(NC(=O)c2cccc(-c3cc4ccccc4oc3=O)c2)ccc1Br
i,-0.64,CCOC(=O)CN1C(=O)/C(=C/c2c(F)cccc2Cl)Oc2ccccc21
i,2.1,COc1ccc(C)cc1NC(=O)CCC(=O)Nc1nnc(C2CCCCC2)s1
i,-0.38,O=C(Cn1cc2c(n1)CCCC2)NCc1cccc(Cl)c1
i,-0.04,CCCn1c(NC(=O)C2CCN(S(=O)(=O)c3cccs3)CC2)nc2ccccc21
i,-0.03,COC(=O)c1c(C)[nH]c(C(=O)OCc2ccc(F)cc2)c1C
i,0.07,COc1ccc(N(C(=O)CNC(=O)c2cccs2)C(C(=O)NCC2CCCO2)c2ccc(OC)c(OC)c2)cc1 (stereo not given)
i,nt,Nc1cc(C(=O)O)ccc1Nc1ccc(F)c(F)c1
i,-7.2*,CC(C)CCC(CCNCc1ccccn1)c1ccc2c(c1)OCO2 (stereo not given)
i,0.61,O=C(CCl)Nc1cccc(S(=O)(=O)N2CCCCCC2)c1
i,-0.68,Cc1csc(NC(=O)CSc2nc(C(C)C)nc3c2c(=O)n(C)c(=O)n3C)n1
i,1.9,O=C(c1cc(COc2cccc(C(F)(F)F)c2)on1)N1CCC(Oc2cccnc2)CC1
i,1.6,O=C1COc2ccc(C(=O)CSc3nnc(NCc4ccccc4)s3)cc2N1
i,-1,Cc1c(NC(=O)COc2ncnc3ccccc23)c(=O)n(-c2ccccc2)n1C
i,0.43,COc1ccc(NS(=O)(=O)c2cccc(C(=O)N3CCCC3)c2)cc1
i,-1.2,CC1(CC(=O)Nc2ccccc2)NC(=S)N(c2ccccc2)N1 (stereo not given)
i,2,O=C(Cn1cccc1)N1CCN(c2ccc(F)cc2)CC1
i,-1.3,CCc1c(C)nc2[nH]nc(-c3ccccc3)n2c1=O
i,0.84,COc1ccc(-n2c(=O)[nH]cc(C(=O)Nc3ccc4c(c3)OCO4)c2=O)cc1OC
i,-0.74,N#Cc1cc(-c2ccccc2)nn1-c1ccccc1
i,-0.1,O=C(C1CC1)N1CCCC(c2ccc(Cl)cc2)=N1
i,-0.45,O=S(=O)(c1ccccc1)N1CCN=C1SCc1ccc(Cl)c(Cl)c1
i,-1.2,Cc1cc(C)[n+](C)n1CC(O)Cn1c2ccccc2c2ccccc21 (stereo not given)
i,0.9,Cc1cc(C(F)(F)F)nn1CC(=O)NCc1ccco1

Full records, quoted from the list. Screens in order: CHT block, Kir21 block
`O=C1COc2ccc(C(=O)CSc3nnc(NCc4ccccc4)s3)cc2N1` in the list: i, 1.6
`O=C(Cn1cccc1)N1CCN(c2ccc(F)cc2)CC1` in the list: i, 2

An excerpt of these results, as labelled records:
SMILES: COc1ccc(-n2c(=O)[nH]cc(C(=O)Nc3ccc4c(c3)OCO4)c2=O)cc1OC
  CHT block: i; Kir21 block: 0.84

SMILES: O=C(C1CC1)N1CCCC(c2ccc(Cl)cc2)=N1
  CHT block: i; Kir21 block: -0.1

SMILES: COc1ccc(NS(=O)(=O)c2cccc(C(=O)N3CCCC3)c2)cc1
  CHT block: i; Kir21 block: 0.43

SMILES: O=C(Cn1cc2c(n1)CCCC2)NCc1cccc(Cl)c1
  CHT block: i; Kir21 block: -0.38

The list continues.
CHT block,Kir21 block,SMILES
i,0.35,O=Cc1ccc(Oc2cccc(C(F)(F)F)c2)nc1
i,nt,CCN(CC)CC(=O)c1c[nH]c2ccc(C)cc12
i,0.13,Cc1ccc(C)c(OCCCC(=O)Nc2ccccc2C(N)=O)c1
i,-0.26,CC1(C)Cc2c(C#N)c(OCC(=O)c3ccc(Cl)cc3)nc(-c3ccco3)c2CO1
i,0.57,Cc1ccccc1Nc1nc(N)nc(COc2ccc(C#N)cc2)n1
i,0.34,Cc1ccccc1CC(=O)N1CCN(C(=O)c2ccco2)CC1
i,1.9,CCC1=[N+](CC(=O)c2ccc(C)cc2)CCn2c(C)ccc21
i,0.95,CC(C)c1ccc2nc3sc(C(=O)N4CCc5ccccc5C4)c(N)c3cc2c1
i,-0.19,CCOc1ccc(CCNC(=O)c2cccc(NC3=NC4CS(=O)(=O)CC4S3)c2)cc1 (stereo not given)
i,1,COc1ccc2nc3sc(C(=O)NCCN4CCc5ccccc5C4)cc3cc2c1
i,-0.39,COc1ccc(Cl)cc1N(C(C)=O)c1nc(C)cc(C)c1C#N
i,1.5,Cc1cc2c(=O)oc(-c3ccc(Br)cc3)nc2s1
i,0.34,COC(=O)Cc1c(C)nc2nc(NCc3c(F)cccc3Cl)[nH]n2c1=O
i,-0.08,COc1ccc(CCN(C)CCc2ccc(OC)c(OC)c2)cc1OC
i,0.61,CC(C)c1ccc(NC(=O)CN2C(=O)COc3ccc(S(=O)(=O)N4CCOCC4)cc32)cc1
i,-0.06,CC(Sc1ccccc1)C(=O)NN=C1CCN(C)CC1 (stereo not given)
i,1.4,COc1ccc(N2CC(NS(=O)(=O)c3cccnc3)CC2=O)cc1 (stereo not given)
i,-1.5,CC(C(=O)OCC(=O)c1ccc(Br)cc1)N1C(=O)C2C3CCC(C3)C2C1=O (stereo not given)
i,0.93,Cc1nn(CC(=O)NCCN2CCOCC2)c(=O)c2cc3sccc3n12
i,0.87,Cc1ccccc1N(CC(=O)NCC1CCCO1)C(=O)CCC(=O)Nc1nccs1 (stereo not given)

Screens as filed in PubChem.
